CHT block: inhibitors of human choline transporter CHT | High affinity choline transporter 1 (Homo sapiens), Q9GZV3 | CHT-expressing cells, membrane potential dye, choline response; stronger effect = lower value | B-score at 10 µM | 310,000 tested, 0.86% active;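 active = B-score over 3 SD under the library average, and starting fluorescence ratio not unusually high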;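 also: choline stimulus applied at its EC90 after an EC20 pre-addition; B-score computed on integrated fluorescence ratio after choline addition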
Target sequence (Q9GZV3 whole entry, looked up): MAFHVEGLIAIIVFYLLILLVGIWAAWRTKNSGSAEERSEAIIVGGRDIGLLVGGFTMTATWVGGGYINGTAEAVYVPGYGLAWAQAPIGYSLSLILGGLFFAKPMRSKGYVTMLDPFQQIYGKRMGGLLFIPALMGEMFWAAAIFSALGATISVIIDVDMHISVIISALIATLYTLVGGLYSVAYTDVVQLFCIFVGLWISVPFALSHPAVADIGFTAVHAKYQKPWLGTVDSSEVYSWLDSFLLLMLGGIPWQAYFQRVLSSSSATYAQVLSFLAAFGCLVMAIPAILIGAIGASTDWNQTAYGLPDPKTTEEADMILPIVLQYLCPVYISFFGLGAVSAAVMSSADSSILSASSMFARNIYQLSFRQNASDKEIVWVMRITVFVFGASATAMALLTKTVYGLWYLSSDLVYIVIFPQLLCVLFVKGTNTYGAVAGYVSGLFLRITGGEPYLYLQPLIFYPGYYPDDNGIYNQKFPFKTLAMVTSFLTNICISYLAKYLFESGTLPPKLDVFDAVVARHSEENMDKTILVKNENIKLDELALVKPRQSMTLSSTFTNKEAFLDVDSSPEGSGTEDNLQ
Kir21 inh: inhibitors of mouse Kir2.1 inward-rectifier potassium channel; Inward rectifier potassium channel 2 (Mus musculus), P35561; 310,000 tested, 0.85% active; B-score at 10 µM; HEK293-Kir2.1, FluxOR thallium flux fluorescence; stronger effect = lower value;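 active = fluorescence ratio B-score at or below minus 3 SD of library scores, with starting-brightness B-score within 2 SD, cut at about -4.2 in these data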;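 also: channel flux triggered by added potassium and thallium sulfate stimulus; B-score of peak minus minimum fluorescence over baseline after thallium stimulus; more negative B-score means stronger Kir2.1 block with less thallium influx; some compounds called inactive have numbers as strong as hits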
Target sequence (P35561 whole entry, looked up): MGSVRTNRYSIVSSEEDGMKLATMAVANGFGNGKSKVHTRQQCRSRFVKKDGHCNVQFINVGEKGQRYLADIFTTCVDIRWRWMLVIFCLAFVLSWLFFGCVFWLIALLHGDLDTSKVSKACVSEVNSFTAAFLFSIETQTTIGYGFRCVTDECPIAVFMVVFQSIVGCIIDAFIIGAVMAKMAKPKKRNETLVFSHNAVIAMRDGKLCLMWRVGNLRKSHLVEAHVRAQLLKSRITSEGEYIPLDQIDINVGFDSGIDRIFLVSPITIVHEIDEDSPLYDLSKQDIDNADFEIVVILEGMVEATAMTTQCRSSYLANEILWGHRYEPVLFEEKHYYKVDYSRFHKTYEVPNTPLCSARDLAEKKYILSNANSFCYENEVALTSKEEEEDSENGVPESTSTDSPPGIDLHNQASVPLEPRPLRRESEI
* hit, by the source's call; i = inactive; · = no result given; & = joins results of further samples.

SMILES | CHT block | Kir21 inh
CCOC(=O)N1CCN(C/C(C)=C/c2ccccc2)CC1 | i | -0.91
CC(C)c1cc(=O)[nH]c(N2CCN(Cc3ccc4c(c3)OCO4)CC2)n1 | i | 0.51
CS(=O)(=O)N(Cc1ccc(C(=O)NN=C2CCCC2)cc1)c1ccccc1 | i | 0.36
Cc1cc(=O)oc2cc(O)c(N=Nc3ccccc3)cc12 | i | -1.3
OCC(Cc1ccccc1)NCc1ccccc1C(F)(F)F (stereo unspecified) | i | -0.78
C=C(CC1([C@@H](NP(=O)(c2ccccc2)c2ccccc2)[C@H]2C[C@@H]2CCCC)CC1)c1ccccc1 | i | 1.9
CC(C)CCNC(=O)CN(C(=O)CCC(=O)Nc1ccccn1)c1ccc(F)c(Cl)c1 | i | 0.04
O=C(CP(=O)(c1ccccc1)c1ccccc1)Nc1nc2ccccc2s1 | i | -0.45
Cc1cc(NC(=O)c2cccc(S(=O)(=O)N3CCC(C)CC3)c2)no1 | i | -1
Nc1c(N(CCO)C(=O)/C=C/c2ccco2)c(=O)[nH]c(=O)n1Cc1ccccc1 | i | -0.33
O=C(Oc1ccc(C(=S)N2CCOCC2)cc1)c1ccccc1[N+](=O)[O-] | i | -0.01
O=C1C2CCCN2C(=O)N1CCCN1CCN(c2cccc(Cl)c2)CC1 (stereo unspecified) | i | -1.4
O=C(CSc1nnc(C2CC2)n1-c1ccccc1)Nc1ccc(N2CCOCC2)cc1 | i | 2.4
CC(=O)N1CCN(C(=O)c2ccc(S(=O)(=O)Nc3ccccc3Cl)cc2)CC1 | i | 1.8
COCC(=O)N/N=C/c1c(C)[nH]n(-c2ccccc2)c1=O | i | 0.37
CC1(C)CC(NS(=O)(=O)OCC(Cl)(Cl)Cl)c2cc(C#N)ccc2O1 (stereo unspecified) | i | 0.69
CC1CN=C2C(C(=O)Nc3ccccc3)=C(O)CC(c3ccccc3)N21 (stereo unspecified) | i | 0.14
COc1cc(/C=N/Nc2nn3cnnc3c3ccccc23)ccc1O | i | -1.2
CCOC(=O)CNC(=O)C12CC3CC(C1)CC(c1ccc(C)cc1)(C3)C2 | i | 0.3
O=C(CCC(=O)OCc1ccc([N+](=O)[O-])cc1Cl)Nc1ccccc1 | i | 1.2
CN(C)CCCNc1nc2sc3c(c2c(=O)n1CCc1ccccc1)CCCCC3 | i | -5.4*
CCOC(=O)CC(NC(=O)Cn1nnc(-c2ccccc2F)n1)c1ccc(OC)cc1 (stereo unspecified) | i | 0.53
CCC(=O)Nc1nc(=S)ss1 | i | 0.8
COC(=O)Cc1c(C)nc2nc(NCc3ccccc3OC)[nH]n2c1=O | i | -0.12
CCc1nc2ccccc2c(C(=O)NCc2ccc(OC)cc2)c1C | i | -0.36
O=C(NCc1ccco1)c1ccccc1-c1ccc(C(F)(F)F)cc1 | i | 0.36
COC(=O)c1nnn(-c2ccccc2)c1N | i | 0.15
C/C=C/c1ccc(OCC(=O)Nc2ccc(OC)c(OC)c2)c(OC)c1 | i | 0.86
COCCn1c(=S)[nH]c2cc(C(=O)NC(C)C)ccc2c1=O | i | ·
CCCCNC(=O)CNC(=S)N(Cc1ccccc1)Cc1cccs1 | i | -2.4
CC(=O)Nc1ccc(-c2csc(NC(=O)C3=COCCO3)n2)cc1 | i | -0.72
CC1(C(=O)OCC(=O)Nc2ccccc2Cl)CC1(Cl)Cl (stereo unspecified) | i | 0.11
O=CNC1CCCc2c1[nH]c1ccc(Cl)cc21 (stereo unspecified) | i | 0.67
Cc1cc(C(C)(C)C)cc(C)c1CC1=NCCN1 | i | -0.09
CC1CN(C)C(c2ccccc2)C(C)C12NC(=O)NC2=O (stereo unspecified) | i | 1
O=C(O)CCn1cc(/C=C2\SC(=S)NC2=O)c(-c2ccccc2)n1 | i | -0.3
Cc1nn(-c2ccc(F)cc2)c(-n2cccc2)c1C(=O)N1CCN(C(=O)c2ccco2)CC1 | i | -1.5
CC1(C)CC2CC(C)(CN2/C=C2/CCCCC2=O)C1 (stereo unspecified) | i | 1.7
Cc1ccc(/C=N/NC(=O)c2cccc(NC(=O)c3ccccc3C)c2)o1 | i | -0.09
Cn1c(=O)c2c(ncn2CC(O)CNc2ccc(Br)cc2)n(C)c1=O (stereo unspecified) | i | -2
CCOC(=O)CSc1nc2cccnc2n1C | i | 1.5
Cc1[nH]c2ccccc2c1C(=O)CSc1nc2ccccc2c(=O)n1-c1ccccc1F | i | -0.64
C=C(C)C(=O)Nc1cccc(C2=NOC3(C2)C[C@H](C(N)=O)N(C(=O)/C=C/C)C3)c1 (stereo partly specified) | i | 0.04
COc1ccccc1N1CCN(CC(O)c2c(C)[nH]c3ccccc23)CC1 (stereo unspecified) | i | -0.6
CCOC(=O)c1c(NC(=O)COc2cccc3c2CCN(C)C3=O)sc2c1CCC2 | i | 0.01
O=C(c1nc2nc(-c3cccs3)cc(C(F)(F)F)n2n1)N1CCN(Cc2ccccc2)CC1 | i | -0.28
COc1ccc2[nH]c3c(NCCN(C(C)C)C(C)C)ncnc3c2c1 | i | ·
COc1cccc(N2CC(C(=O)Nc3nnc(SCC(=O)N4CCOCC4)s3)CC2=O)c1 (stereo unspecified) | i | 1.3
Cc1cc(NC(=O)COC(=O)c2ccc(NS(=O)(=O)c3ccc(C)c(C)c3)cc2)no1 | i | -0.3
CC[n+]1c(/C=C/c2cc([N+](=O)[O-])ccc2O)ccc2ccccc21 | i | 1.1
Cc1ccc(S(=O)(=O)N2CCCC(C(=O)NCC3COCCO3)C2)cc1 (stereo unspecified) | i | 2.4
Cc1csc(NC(=O)CN(C)S(=O)(=O)c2cccc3cccnc23)n1 | i | 0.22
Cc1c(OC(C)C(=O)NCc2ccccn2)ccc2c3c(c(=O)oc12)CCCC3 (stereo unspecified) | i | -2
CC1CCN(C(=O)c2ccc3ccccc3c2)CC1 | i | -0.75
Cc1cccc(CCN=c2c([N+](=O)[O-])nn(-c3ccccc3)n2O)c1 | i | -4.3*
CC(C)(C)c1ccc(C(=O)N2CCC(C(=O)NC3CC3)CC2)cc1 | i | -0.21
O=C1CN(S(=O)(=O)c2ccc(Cl)cc2C(F)(F)F)CCN1 | i | -0.32
C/C(N)=C(/C#N)C(=O)CSc1nc(-c2ccccc2)c(-c2ccccc2)o1 | i | -1.5
c1csc(-c2cnc3n2CCCC3)c1 | i | 0.9
O=C(Cc1ccc(Cl)cc1)Nc1ccc(N2CCN(C(=O)c3ccco3)CC2)c(Cl)c1 | i | -0.2

Rewritten field by field: part of the list above
CC[n+]1c(/C=C/c2cc([N+](=O)[O-])ccc2O)ccc2ccccc21
  CHT block: i
  Kir21 inh: 1.1
C/C(N)=C(/C#N)C(=O)CSc1nc(-c2ccccc2)c(-c2ccccc2)o1
  CHT block: i
  Kir21 inh: -1.5

Next section.
SMILES | CHT block | Kir21 inh
CCC(C)N1CCN(C(=O)c2cccs2)CC1 (stereo unspecified) | i | ·
O=C(Nc1cccc(O)c1)c1ccc(S(=O)(=O)N2CCCCCC2)cc1 | · | 1.1
O=C(Nc1ccc(C(=O)N2CCN(c3ccccn3)CC2)cc1)c1ccc(Br)o1 | i | ·
O=C(/C(=C\c1ccccc1)c1nc2ccccc2[nH]1)c1ccc(Cl)cc1 | i | -2
Cc1cc(=O)oc2cc(NC(=O)c3ccc(OC(F)F)cc3)ccc12 | i | 1.7
CCN(CC(=O)NCc1ccc(Cl)cc1)C(=O)c1cc2ccccc2o1 | i | 0.19
CCOc1cc(/C=N/NC(=O)c2cccnc2)ccc1OC(=O)c1ccco1 | i | 1.6
CCCCOP(=O)(c1ccc(N(C)C)cc1)C(O)c1ccccc1F (stereo unspecified) | i | -1.5
COC(=O)c1ccc(Cn2nc(C)c(Br)c2C)cc1 | i | -2.4
Cn1nc(-c2ccccc2)cc1NC(=O)c1ccccc1 | i | -0.01
CCc1cc(=O)oc2cc(C)cc(OC(C)C(=O)O)c12 (stereo unspecified) | i | -0.02
Cc1cccc(Nc2nc(-c3ccccn3)cs2)n1 | i | 0.45

An excerpt from above in order of length of the SMILES, highest first.
SMILES | CHT block | Kir21 inh
O=C(Cc1ccc(Cl)cc1)Nc1ccc(N2CCN(C(=O)c3ccco3)CC2)c(Cl)c1 | i | -0.2
C/C(N)=C(/C#N)C(=O)CSc1nc(-c2ccccc2)c(-c2ccccc2)o1 | i | -1.5
O=C(/C(=C\c1ccccc1)c1nc2ccccc2[nH]1)c1ccc(Cl)cc1 | i | -2
CCOc1cc(/C=N/NC(=O)c2cccnc2)ccc1OC(=O)c1ccco1 | i | 1.6
CC(C)(C)c1ccc(C(=O)N2CCC(C(=O)NC3CC3)CC2)cc1 | i | -0.21
CCN(CC(=O)NCc1ccc(Cl)cc1)C(=O)c1cc2ccccc2o1 | i | 0.19
O=C1CN(S(=O)(=O)c2ccc(Cl)cc2C(F)(F)F)CCN1 | i | -0.32
CCCCOP(=O)(c1ccc(N(C)C)cc1)C(O)c1ccccc1F (stereo unspecified) | i | -1.5
CCc1cc(=O)oc2cc(C)cc(OC(C)C(=O)O)c12 (stereo unspecified) | i | -0.02
COC(=O)c1ccc(Cn2nc(C)c(Br)c2C)cc1 | i | -2.4
Cc1cccc(Nc2nc(-c3ccccn3)cs2)n1 | i | 0.45
CCC(C)N1CCN(C(=O)c2cccs2)CC1 (stereo unspecified) | i | ·
c1csc(-c2cnc3n2CCCC3)c1 | i | 0.9

New compounds follow:
SMILES | CHT block | Kir21 inh
CC(=O)c1ccc2noc(-c3cccc(C)c3)c2c1 | i | 1.5
CCCOc1ccccc1/C=C(\C#N)C(=O)Nc1cccc(C)n1 | i | 0.26
Cc1ccc(S(=O)(=O)NC(=O)Nc2c(C)n(C)n(-c3ccccc3)c2=O)cc1 | i | 0.43
CCOC(=O)c1ccc(NC(=O)N2CCN(c3cccc(OC)c3)CC2)cc1 | i | 0.93
CSCC[C@H](NS(=O)(=O)c1ccc(C)cc1)C(=O)N1CCC(C(=O)N[C@@H](Cc2ccc(O)cc2)C(=O)O)CC1 | i | -0.52
CC(C)C[C@H](NC(=O)c1ccc(OC2CCN(C(=O)C3CC3)CC2)cc1)C(N)=O | i | 0.95
CCN(CC)S(=O)(=O)c1ccc(C(=O)N(c2ccccc2)C2C=CS(=O)(=O)C2)cc1 (stereo unspecified) | i | 0.01
COc1ccc(CC(C#N)(CO)c2nc3ccccc3[nH]2)cc1 (stereo unspecified) | i | -1.1
O=C(NC1CCCC1)C(c1ccc(Cl)cc1)N1CCN(C2CCCCC2)CC1 (stereo unspecified) | i | -1.3
CS(=O)(=O)Nc1cccc(-c2cnc3ccccc3n2)c1 | i | 0.05
COc1ccc2cc(C(=O)N3CCN(C)CC3)[nH]c2c1 | i | 1.8
CCOc1ccc(NC(=O)CSc2nnc(COc3c(C)cccc3C)o2)cc1 | i | 0.35
Cc1c(O)ccc2c(CN3CCOCC3)cc(=O)oc12 | i | 0.17
CC(C)(C)CC(C)(C)c1ccc(OCCOCC[N+](C)(C)Cc2ccccc2)cc1 | i | ·
COc1cc(C(=O)NCC(=O)N/N=C/c2ccc(-c3ccc([N+](=O)[O-])cc3)o2)cc(OC)c1OC | i | -0.88
O=C1C2C3C=CC(C3)C2C(=O)N1c1ccc(Cc2ccncc2)cc1 (stereo unspecified) | i | -0.83
CCCOc1ccc(C(=O)NNC(=O)CCNC(=O)c2ccccc2Cl)cc1OC | i | 1.4
Cc1cccc(NC(=O)CCS(=O)(=O)c2ccc3c(c2)NC(=O)CS3)n1 | i | 0.69
CN(/C(=N\S(=O)(=O)c1ccccc1)c1ccccc1)c1ccc(O)cc1 | i | 1.3
CCCOc1ccc(N2C(=O)CC(N3CCC(C(=O)OCC)CC3)C2=O)cc1 (stereo unspecified) | i | -0.12
O=C1N/C(=C\c2ccsc2)C(=O)N1Cc1ccc(F)cc1 | i | -0.06
CCOc1c(Cl)cc(C2NC(=O)NC(C)=C2C(=O)NCc2ccccc2)cc1OC (stereo unspecified) | i | 0.87
CCc1c(C)nc2ncnn2c1N1CCC(C(=O)Nc2ccc(C)cc2)CC1 | i | 0.36
COc1ccc(-c2cn3cc(C)ccc3n2)cc1F | i | 1.6
COCCNC(=O)c1csc(Nc2cccc3ccccc23)n1 | i | 1.2
COc1ccc(CCNC(=O)CSc2ccc(-c3cccs3)nn2)cc1OC | i | 1.4
O=C(Cc1cc(=O)[nH][nH]1)N/N=C/C=C/c1ccccc1 | i | -0.48&1.8
Cc1nc2ccc(N=NC3=C(O)CCCC3=O)cc2s1 | i | 0.47
c1ccc(CN2CCN(c3nc(NCc4ccco4)c4ccccc4n3)CC2)cc1 | i | -3.5
Cc1nn(C)c2ncc(C(N)=O)c(Oc3cccnc3)c12 | i | -0.03
Cc1cc(C)c2c(=O)[nH]n(C3CCOC(C)(C)C3)c2n1 (stereo unspecified) | i | 0
COc1cccc(Cn2c(=S)[nH]c3ccc(N4CCOCC4)cc3c2=O)c1 | i | -1.2
CCNC(=S)N1CCc2ccccc2C1 | i | 0.95
CCOC(=O)C1=C(C)N(C)C(=O)NC1c1cccc(O)c1 (stereo unspecified) | i | 0.19
O=C(CSc1nnc(-c2cccnc2)o1)NNC(=O)c1ccc(Br)cc1 | i | -0.95
Cc1cc2ncn(CCOc3ccccc3)c2cc1C | i | 0.02
CC1Cc2cc(/C(O)=C3/C(=O)C(=O)N(CCN4CCOCC4)C3c3ccc([N+](=O)[O-])cc3)ccc2O1 (stereo unspecified) | i | 2.4
Cc1cc(C)cc(N2C(N)=NC(N)=NC2c2ccccc2F)c1 (stereo unspecified) | i | 1.6
CC(=O)Nc1cccc(/C(C)=N/NC(=O)c2cccs2)c1 | i | -0.45
CCN(Cc1ccccc1)S(=O)(=O)c1ccc(C(=O)Nc2nnc(-c3ccccc3OC)o2)cc1 | i | -1.1
Cc1cc(NS(=O)(=O)c2cc(Cl)sc2Cl)no1 | i | 1.5
COc1ccc(Br)cc1CNC(=O)Cn1nc(C)n2cccc2c1=O | i | 1.3
CCOc1cc(C(=O)CCC(=O)OCC(=O)Nc2ccc(C)c(S(=O)(=O)N(C)C)c2)ccc1O | i | 0.1
